Assay outcomes: PubChem, National Center for Advancing Translational Sciences (NCATS)
PTHR1 agonist: agonists of human PTHR1 parathyroid hormone receptor. Q03431. HEK293 GP2 PTHR1 cells, GloSensor cAMP luminescence, 1 h. Potency, µM (doses to about 115 µM), without a hit: at the highest dose activation, hits mostly activators. actives 0.075% (n = 410,000). AID 743266; further: potency means the concentration at half of the fitted maximal effect; nearly all actives have a fitted effect of over 55% in size; some results filed as inactive show a strong effect at the top dose; inactives centre near -15; many of its hits are not listed in these tables
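HEK-293-derived GP2 cells expressing PTHR1 and a GloSensor cAMP reporter, 3,000/well, plated overnight, given luciferin plus IBMX (each 0.5 mM as added) for 1 h at 37 °C, then compound for 1 h at 37 °C. Luminescence was read after 15 min at room temperature.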
PI5P4K alpha inh: inhibitors of human PI5P4K alpha. max response, %. actives 1.2% (n = 330,000). PI5P4Kalpha enzyme, ADP-Glo luminescence, 60 min; active compounds read low. P48426; active means max response of -50% or lower; inconclusive means between -30% and -50%; inactive means -30% or higher; further: value at the top dose of about 77 µM; on the % scale 0 is the no-effect control and ±100 the full control effect
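Compounds were pin-transferred onto PI5P4Kalpha and substrate in HEPES pH 7.4 buffer with EGTA, CHAPS and 5% DMSO. ATP (5 microM final) started the reaction, which ran 60 minutes at room temperature before ADP-Glo detection.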
HEK293 tox: cytotoxicity in counter-screen for GLP-1R inverse agonists; Potency, µM (titrated, usually from 38.3 µM), for the others: at the highest dose activity change, negative = inhibition, most hits filed as inhibitors; HEK293 cAMP-luciferase reporter cells, luminescence, 24 h; actives 0.13% (n = 410,000);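 further: loss of luciferase light is scored as toxicity; potency means the concentration at half of the fitted maximal effect; on the % scale 0 is the no-effect control and ±100 the full control effect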
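Step one: seed cells (200 cells/uL, DMEM with 10% Nu serum, 1% pen-strep). Step two: 12-hour incubation at 37 deg C. Step three: pin 23 nL compound, incubate 24 hr. Step four: add luciferase reagent, read luminescence 12 min later.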
IL2 activator: IL-2 activation; IL-2 activation reporter assay, cell-based qHTS; stimulated with anti-CD3/CD4/CD28 beads; in transgenic mouse T cells; activation, % (series mostly up to about 46 µM); actives 0.065% (n = 360,000); in the data active means activation above about 50%; inconclusive means mostly about 30% to 49%; further: 0% is about no effect
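Unstimulated transgenic mouse T cells; 60-min compound exposure; bead-based TCR/CD4/CD28 stimulation; 18 h culture, 37 degrees C; dual fluorescence (EGFP, DsRed) plate cytometry.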
EPAC1 agonist: activates human EPAC1 exchange factor. Potency, µM (highest dose often 154 µM), without a hit: top-dose activation, most hits filed as activators. actives 0.073% (n = 360,000). AID 720707. O95398. EPAC1 agonist qHTS, biochemical assay; response scale: 100% = response to 6.5 mM cAMP; further: potency means the concentration at half of the fitted maximal effect; nearly all actives have a fitted effect of over 60% in size
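Read-out is the fluorescence drop as BODIPY-GDP leaves Rap1B (480 nm excitation, 540 nm emission), recorded every 5 minutes over 30 minutes. Reactions held 100 nM EPAC1, 250 nM Rap1B–BODIPY-GDP and 50 uM GDP, with 6.5 mM cAMP setting full activation.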
GLP-1R inv ag: GLP-1 receptor (human) inverse agonism | actives 1.6% (n = 410,000) | Potency, µM (top dose mostly 38.3 µM), for the others: at the top dose activity change, negative = inhibition, hits mostly inhibitors | HEK293 GLP-1R CRE-luciferase, luminescence, 24 h; GLP-1R form is constitutively active; further: potency means the concentration at half of the fitted maximal effect; on the % scale 0 is the no-effect control and ±100 the full control effect; nearly all actives have a fitted effect of over 55% in size
Target sequence (P43220 whole entry, looked up): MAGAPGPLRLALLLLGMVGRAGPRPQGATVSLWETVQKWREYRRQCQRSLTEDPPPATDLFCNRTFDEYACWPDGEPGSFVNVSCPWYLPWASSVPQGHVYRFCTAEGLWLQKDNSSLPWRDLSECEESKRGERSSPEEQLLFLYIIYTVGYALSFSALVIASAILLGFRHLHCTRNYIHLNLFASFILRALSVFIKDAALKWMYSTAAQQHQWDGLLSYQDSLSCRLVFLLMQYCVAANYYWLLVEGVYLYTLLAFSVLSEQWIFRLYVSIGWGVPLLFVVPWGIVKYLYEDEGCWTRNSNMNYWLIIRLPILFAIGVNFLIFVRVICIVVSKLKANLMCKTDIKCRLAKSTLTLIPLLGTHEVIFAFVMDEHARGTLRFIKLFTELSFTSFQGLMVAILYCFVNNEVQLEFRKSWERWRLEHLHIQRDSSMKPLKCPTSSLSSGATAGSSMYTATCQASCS
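Using stably transfected HEK293 (constitutively active GLP-1R, cAMP-luciferase reporter), compounds were incubated 24 hr and luciferase measured by luminescence.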
EPAC1 antagonist: blocks human EPAC1 exchange factor; O95398; EPAC1 GEF assay, Rap1b-BODIPY-GDP exchange fluorescence; Potency, µM (doses to about 115 µM), without a hit: at the highest dose activity change, negative = inhibition, most hits filed as inhibitors; actives 0.14% (n = 360,000); AID 720709;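 further: potency means the concentration at half of the fitted maximal effect; plate controls were vehicle for no effect and positive control for full effect; nearly all actives have a fitted effect of over 50% in size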
PLK1 PBD block: blocks phosphopeptide binding to human PLK1 polo-box domain. Plk1 PBD binding of FITC phosphopeptide, fluorescence polarization. AID 720504. actives 2.8% (n = 360,000). P53350. Potency, µM, inactives show max response, negative = inhibition, most hits filed as inhibitors; further: potency means the concentration at half of the fitted maximal effect; series mostly up to about 57 µM; on the % scale 0 is the no-effect control and ±100 the full control effect; nearly all actives have a fitted effect of over 65% in size
Target sequence (P53350 whole entry, looked up, the tested form may be a part): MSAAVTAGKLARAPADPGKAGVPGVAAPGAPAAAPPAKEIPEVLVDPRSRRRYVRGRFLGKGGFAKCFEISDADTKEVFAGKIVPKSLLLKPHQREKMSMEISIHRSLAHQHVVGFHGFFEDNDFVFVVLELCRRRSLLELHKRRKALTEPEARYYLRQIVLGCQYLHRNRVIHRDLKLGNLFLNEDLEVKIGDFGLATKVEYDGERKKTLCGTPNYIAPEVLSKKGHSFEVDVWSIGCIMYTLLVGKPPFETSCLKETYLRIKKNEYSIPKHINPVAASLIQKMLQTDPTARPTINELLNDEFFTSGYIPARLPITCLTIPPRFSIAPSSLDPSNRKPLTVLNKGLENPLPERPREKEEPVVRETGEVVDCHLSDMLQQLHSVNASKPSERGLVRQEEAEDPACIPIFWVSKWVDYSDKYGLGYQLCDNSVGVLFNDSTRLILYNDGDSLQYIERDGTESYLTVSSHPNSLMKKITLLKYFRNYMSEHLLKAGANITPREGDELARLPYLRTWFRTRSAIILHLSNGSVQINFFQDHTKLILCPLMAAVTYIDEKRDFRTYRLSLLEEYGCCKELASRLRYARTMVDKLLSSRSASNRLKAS
GLP1R ag: agonists of human GLP-1 receptor; AID 624172; actives 0.007% (n = 380,000); HEK293 GLP-1R CRE-luciferase, luminescence, 4-6 h; cells express a hypersensitive GLP-1R form; Potency, µM (series often up to 45.6 µM), for the others: at the highest dose activation, most hits filed as activators; further: potency means the concentration at half of the fitted maximal effect; % of control where 0% means no effect
The depositor's hits bear a star; i = inactive; ? = inconclusive; nt = no result given; [ ] = dose if it differs, or a comment. Unless noted, the call rests on the fitted dose curve; in most records, active means well fitted curve in the direction sought with a large enough effect; inconclusive means small, poorly fitted or top-dose-only effect, or another doubt; inactive means no such curve, though single readings can be large; an effect the other way counts as inactive or inconclusive. Not all compounds are listed. The share of hits here may be higher or lower than overall.

SMILES	PTHR1 agonist	PI5P4K alpha inh	HEK293 tox	IL2 activator	EPAC1 agonist	GLP-1R inv ag	EPAC1 antagonist	PLK1 PBD block	GLP1R ag
COc1ccc(NC(=O)C(c2ccc(C)cc2)N(C)C(=O)c2cnccn2)cc1 (stereo not drawn)	-8%[57.5 µM]	0	-14%	1.1	2%	1%	-12%	-1%	0%
C=CCSc1nnc(-c2cccnc2)o1	i	-5	3%	-1.1	4%	10%	-29%	-10%	-4%
Cc1cc(C)c(NC(=O)COC(=O)c2ccc([N+](=O)[O-])s2)c(C)c1	i	-12	4%	-2.1	2%	11%	-28%	-9%	-6%
CC1C/C(=N\NC(=S)NCc2ccccc2)CC(C)(C)C1 (stereo not drawn)	-10%[57.5 µM]	-1	?	-4.0	12%	?	17%	-6%	0%
Cc1ccc(-c2nc(C(=O)N3CCN(c4ccccc4)CC3)c3n2CCCCC3)cc1	-20%	nt	-3%	nt	nt	-8%	nt	nt	-2%
CC1Cc2ccccc2N1C(=O)COC(=O)C1(c2ccccc2F)CCCC1 (stereo not drawn)	-24%	-4	3%	-0.7	11%	?	-13%	-12%	-7%
Cc1ccc(NC(=O)COC(=O)c2ccccc2F)cc1S(=O)(=O)N1CCCCC1	i	2	-2%	-0.5	13%	1%	-4%	-5%	-4%
Cc1cc(C)cc(N(CC(=O)NC2CCCCC2)C(=O)CCC(=O)Nc2cc(C)ccn2)c1	-3%	0	-4%	0.7	6%	-6%	4%	-4%	-2%
CCc1ccc(CN(C)Cc2nc(COc3ccccc3)no2)nc1	-5%	2	-3%[7.66 µM]	-0.8	-5%	-3%[7.66 µM]	-12%	6%	1%
CC(C)c1ccccc1NC(=O)C1C2C=CC(C2)C1C(=O)O (stereo not drawn)	-16%	-1	9%	3.4	-4%	4%	-6%	-4%	-5%
Cc1ccccc1-c1nc(CS(=O)(=O)CC(=O)Nc2cc(F)ccc2F)c(C)o1	-58%[inhibitor]	-8	-6%	-2.3	-13%	?	-15%	-5%	-2%
O=C(CCN1C(=O)C2C3C=CC(C4CC34)C2C1=O)Oc1cccc2cccnc12 (stereo not drawn)	i	nt	?	-3.7	-4%	?	20%	-8%	0%
O=C(CSc1ncnc2ccccc12)N1CCNC1=O	-27%	1	4%	0.4	-4%	5%	-8%	-14%	3%
COc1ccc(C(=O)N(C)CC(O)c2ccccc2)cc1OC1CCN(C(C)=O)CC1 (stereo not drawn)	i	7	0%	-2.4	1%	1%	-27%	-5%	-4%
CCC(C)NC(=O)Nc1ccc(Br)cc1Cl (stereo not drawn)	-44%[inhibitor]	-2	2%	-5.4	4%	?	-21%	-18%	9%
CCN1CCN(C(=O)c2cc(COc3c(C)cccc3C)on2)CC1	i	2	-5%	-2.3	10%	?	-4%	-11%	0%
CCCOc1ccc(OCCSc2nnc(N)s2)cc1	-17%	4	-3%	-1.4	-13%	7%	-3%	-14%	-28%
Cc1c(-c2ccc(F)cc2)[n+](=O)c2c(n1[O-])CCCCC2	13%	-3	4%	1.0	-3%	-5%	1%	-18%	12%
S=C(NCC1CCCO1)NC1CCCCC1 (stereo not drawn)	-12%	-1	-10%	0.2	13%	-1%	10%	-12%	3%
CCOC(=O)C1=C(COC(=O)CCc2ccc(CC)cc2)NC(=O)NC1C (stereo not drawn)	i	2	-5%	-2.1	0%	6%	-6%	-1%	23%
Brc1cccc(CN2CCN(c3ncccn3)CC2)c1	-3%	0	3%	-1.3	8%	?	-22%	2%	11%
Nc1cc(N)nc(SCCOc2ccccc2F)n1	-1%[57.5 µM]	nt	3%	-1.6	-8%	0%	8%	-6%	27%
CCCc1cc(=O)oc2cc(OC(C)C(=O)NCCCn3ccnc3)ccc12 (stereo not drawn)	-14%	0	-8%	1.2	-7%	?	-12%	-4%	1%
O=S(=O)(c1ccc(Oc2ccc3oc4ccccc4c3c2)nc1)N1CCCC1	-15%[57.5 µM]	1	-6%	-2.4	3%	-25%	1%	-5%	-8%
Cc1cccc(OCCSc2ncnc3nc[nH]c23)c1	-46%[inhibitor]	-2	46%[activator]	-0.2	7%	31%	-4%	-20%	6%
CCCN1CCN(CCCNC(=O)c2ccc3nc(N4CCC(C)CC4)sc3c2)CC1	i	0	-21%	-2.0	2%	?	-8%	-10%	14%
Cn1c(=O)[nH]c(=O)c2c1nc(Sc1nc3ccccc3s1)n2Cc1ccccc1	-18%[57.5 µM]	-5	-2%	-0.4	4%	40%[activator]	4%	0%	17%
O=C(CSc1nccc(=O)[nH]1)N1CCN(c2ccccc2)CC1	-6%	?	-5%	-1.9	8%	5%	4%	17µM*	-1%
C/C(=N\NC(=O)Cn1nc(C)c([N+](=O)[O-])c1C)c1ccc(Cl)s1	-10%	-1	-17%	-0.5	7%	-7%	7%	2%	6%
O=S(=O)(c1ccc(=S)[nH]c1)N1CCCC1	i	?	16%	0.5	10%	-14%	3%	?	2%
O=C(/C=N/O)NCC1CCNCC1	-22%[57.5 µM]	-6	0%	0.0	-14%	13%	-1%	-9%	0%
CCOC(=O)N1CCC(NC(=O)c2csc3c2CCCC3)CC1	-15%	1	-17%	-0.9	-5%	-30%	2%	-4%	3%
O=C(O)c1c2c(nc3ccc(S(=O)(=O)N4CCC(C(=O)NC5CCCC5)CC4)cc13)CCCCC2	-11%	-4	20%	-1.2	4%	-4%	-9%	-6%	-5%
CCCNC(=O)NC1CCCCCCC1	i	3	6%	-2.2	-1%	33%	23%	1%	4%
CNCCCNC(=O)c1ccc(/C=N/O)nc1	?	0	-8%	-2.3	-2%	13%	-2%	-13%	-3%
Cc1cc(/C=C(\C#N)C(=O)Nc2ccccc2)c(C)n1-c1ccc2c(c1)OCO2	i	nt	-11%	-4.0	3%	?	-1%	4%	-7%
CN(C(=O)c1ccc(NC(=O)Cc2ccc(NC(=O)C3CCCN(C(=O)C4CC4)C3)cc2)cc1)C1CCCC1 (stereo not drawn)	i	1	0%	-0.2	-19%	14%	-6%	-3%	0%
C[C@H](O)[C@@H]1C(=O)N2CCc3c([nH]c4ccccc34)[C@@H]2C[C@@H]1N(C)S(=O)(=O)c1ccccc1	-32%	-2	4%	-3.9	-16%	?	-28%	-15%	-6%
COC(=O)c1[nH]c2ccc(Cl)cc2c1NC(=O)C1CC1	-2%	-4	8%	2.9	1%	-15%	-10%	0%	-2%
O=C(O)c1ccc(NC(=O)c2cn(-c3ccccc3)nc2-c2ccc(F)cc2)cc1	-27%	0	-2%	0.7	1%	4%	5%	-10%	6%
O=C(c1sc(N2CCOCC2)nc1-c1ccccc1)N1CCCCC1	i	-3	-17%	-0.4	-3%	1%	7%	-1%	12%
COC(=O)c1ccncc1C(=O)Nc1ccc(F)cc1	i	9	12%[7.66 µM]	-0.1	-6%	12%[7.66 µM]	-7%	-1%	0%
Cc1cc(C(=O)COC(=O)c2ccco2)c(C)n1Cc1ccco1	-50%	-55*	-5%	1.8	4%	?	-13%	-19%	-7%
COc1ccccc1C(=O)OCC(=O)c1ccc(CNC(C)=O)s1	-10%	-1	4%	-0.2	14%	9%	?	-4%	10%
Cc1ccc2c(c1)=N/C(=N\c1[nH]c(O)c3ccccc13)N=2	-17%	-5	?	-2.9	-19%	?	-3%	1%	?
O=C(COC(=O)c1cc(S(=O)(=O)N2CCOCC2)c(Cl)cc1Cl)c1ccc[nH]1	-15%	-14	-12%	0.9	1%	16%	-20%	-2%	4%
CCCNC(=O)c1cc2c(c(-c3cccc(-c4ccccc4F)c3)n1)[C@@H](CCO)N(C(=O)CC1CC1)C2	i	9	-8%	2.8	4%	?	-1%	-8%	13%
COc1ccc(S(=O)(=O)N(C)c2ccc(C(=O)N3CCC(C(N)=O)CC3)cc2)cc1OC	i	2	2%	-0.2	13%	47%[activator]	-19%	-15%	10%
CSc1nnc(NC(=O)c2nc(S(=O)(=O)Cc3ccccc3)ncc2Cl)s1	-21%	-15	3%	-0.2	0%	?	-27%	30µM*	-4%
O=[N+]([O-])c1ccccc1OCC(O)CNC1CCCC1 (stereo not drawn)	i	0	-10%	2.2	8%	10%	-17%	-2%	17%

Entries from the list above with a furan ring, fused or not:
SMILES	PTHR1 agonist	PI5P4K alpha inh	HEK293 tox	IL2 activator	EPAC1 agonist	GLP-1R inv ag	EPAC1 antagonist	PLK1 PBD block	GLP1R ag
O=S(=O)(c1ccc(Oc2ccc3oc4ccccc4c3c2)nc1)N1CCCC1	-15%[57.5 µM]	1	-6%	-2.4	3%	-25%	1%	-5%	-8%
Cc1cc(C(=O)COC(=O)c2ccco2)c(C)n1Cc1ccco1	-50%	-55*	-5%	1.8	4%	?	-13%	-19%	-7%

Remaining list, next part
SMILES	PTHR1 agonist	PI5P4K alpha inh	HEK293 tox	IL2 activator	EPAC1 agonist	GLP-1R inv ag	EPAC1 antagonist	PLK1 PBD block	GLP1R ag
Cc1ccc(Cc2nc3ccccc3[nH]2)cc1	-6%	0	13%	-3.3	9%	?	-19%	0%	9%
CCOc1ccccc1NC(=O)CSc1nnc(-c2cccnc2)o1	-16%	2	1%	-3.3	11%	4%	?	24µM*	6%
CCN1C(=O)[C@H]2[C@@H](c3ccc(C)cc3)N3C(=O)N(c4cccc(Cl)c4)C(=O)[C@@]3(Cc3ccccc3)[C@H]2C1=O	-8%	2	-1%	0.9	0%	?	-18%	-6%	0%
COc1ccccc1N1CCN(C(=O)CCNS(=O)(=O)c2cc(Br)cnc2N)CC1	-12%	1	-8%	-1.4	0%	?	-8%	-6%	-2%
COCC(C)n1c(SCC(=O)NC2CCCCC2)nc2ccccc2c1=O (stereo not drawn)	i	-2	4%	-2.0	-19%	13%	0%	-1%	-6%
CCCCN(CCCNC(=O)C1CCCN(S(=O)(=O)CCC)C1)Cc1ccccc1 (stereo not drawn)	i	4	-8%	1.1	0%	-4%	15%	3%	-2%
